TAAR1 antagonist: human TAAR1 antagonists, primary screen, Fluo-8 calcium fluorescence, CHO RD-HGA16 cells; hit rate 1.5% among 360,000; inhibition, % at 3 µM; antagonist;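 active means inhibition above a per-plate cutoff, the mean inhibition of test compounds on that plate plus 3 SD, cut at about 49% in these data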;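 further: 0% = DMSO plus EC80 beta-PEA response and 100% = DMSO alone without agonist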
Target sequence (Q96RJ0 whole entry, looked up): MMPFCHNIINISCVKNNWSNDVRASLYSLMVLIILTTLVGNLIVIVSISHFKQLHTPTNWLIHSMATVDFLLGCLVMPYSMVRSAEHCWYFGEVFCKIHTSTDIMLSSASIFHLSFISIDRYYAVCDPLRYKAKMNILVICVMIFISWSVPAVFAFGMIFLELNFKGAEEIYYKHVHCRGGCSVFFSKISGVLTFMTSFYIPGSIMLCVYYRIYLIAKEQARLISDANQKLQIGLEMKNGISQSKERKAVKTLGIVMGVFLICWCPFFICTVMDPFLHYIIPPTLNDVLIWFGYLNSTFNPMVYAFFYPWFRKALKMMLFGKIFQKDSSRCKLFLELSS
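Material: RD-HGA16 CHO cells with stable hTAAR1 and Gα16; Dosing: single nominal final test compound concentration of 3 µM; Schedule: seeding 17-24 h prior, 75-min 37 °C, 30-min RT dye loading; Detection: kinetic Fluo-8 calcium fluorescence measurement; Measure: % inhibition from peak post-agonist over basal fluorescence ratio; Benchmarks: vehicle and agonist controls.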
M1 antag: human M1 muscarinic receptor antagonists, primary screen, CHO-K1 cells, Fluo-8 calcium fluorescence, 1536-well | Muscarinic acetylcholine receptor M1 (Homo sapiens), P11229 | AID 588852, 2011 | hit rate 1.3% among 360,000 | CHO-K1 hM1, ACh EC80 antagonist | inhibition, % at 3 µM;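 active means percent inhibition above its own plate's cutoff, namely the mean of that plate's compound wells plus 3 SD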;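 further: peak over basal fluorescence ratio during 140 s after agonist addition; 0% = ACh EC80 plus DMSO and 100% = DMSO alone without agonist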
Target sequence (P11229 whole entry, looked up): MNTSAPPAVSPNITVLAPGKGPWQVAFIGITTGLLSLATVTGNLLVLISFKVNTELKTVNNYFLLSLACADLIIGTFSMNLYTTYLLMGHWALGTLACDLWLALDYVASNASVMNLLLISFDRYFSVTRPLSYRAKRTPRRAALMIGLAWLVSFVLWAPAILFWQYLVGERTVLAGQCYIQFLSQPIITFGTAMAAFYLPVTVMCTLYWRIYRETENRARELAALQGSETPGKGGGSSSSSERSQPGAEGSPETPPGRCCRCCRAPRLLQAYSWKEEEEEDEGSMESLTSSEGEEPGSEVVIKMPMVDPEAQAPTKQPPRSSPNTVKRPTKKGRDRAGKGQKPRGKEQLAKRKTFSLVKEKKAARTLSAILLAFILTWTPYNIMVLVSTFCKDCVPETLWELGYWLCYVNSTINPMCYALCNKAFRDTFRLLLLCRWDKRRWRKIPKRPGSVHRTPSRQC
OXTR potentiator: human OXTR potentiators, primary screen, fluorescence, CHO-OTR cells, Fluo-8 calcium; Oxytocin receptor (Homo sapiens), P30559; AID 2445, 2010; activation, % at 3 µM; Fluo-8 calcium fluorescence, potentiator mode; 0% = oxytocin EC15, 100% = EC100; hit rate 0.061% among 320,000;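 active means activation above that plate's cutoff, the mean activation of tested compounds plus 3 SD, cut at about 6.6% in these data, passing the limit was not always enough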;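 further: 100% uses oxytocin at 75 nM as the full agonist control; some results filed as inactive read as strong as hits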
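Replication – single well per compound, singlicate · Assay system – CHO cell line stably expressing human OTR · Timing – 6 min pre-incubation, 100 s read · Measure – normalized max/min fluorescence ratio, % activation · Doses – 3.0 µM, one dose · Detection – Fluo-8 calcium dye fluorescence · Probe or stimulus – oxytocin near EC15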
TAAR1 agonist: human TAAR1 agonists, primary screen, Fluo-8 calcium fluorescence, CHO RD-HGA16 cells; Trace amine-associated receptor 1 (Homo sapiens), Q96RJ0; activation, % at 3 µM; vehicle wells 0%, saturating PEA agonist 100%; hit rate 0.99% among 360,000;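 active means activation above the mean activation of all test compounds in the run plus 3 SD, cut at about 38% in these data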
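System: CHO-derived RD-HGA16 cells with stable Gα16 and human TAAR1 / Times: 17-24 h plating, Fluo-8 75 min 37 °C, 30 min RT / Technique: calcium-sensitive Fluo-8 signal, excitation 470-495, emission 515-575 nm / Measure: % activation relative to PEA EC100 response / Benchmarks: DMSO and PEA EC100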
OXTR ag: human OXTR agonists, primary screen, fluorescence, CHO-OTR cells, Fluo-8 calcium | Oxytocin receptor (Homo sapiens), P30559 | Fluo-8 calcium fluorescence; normalized: DMSO 0%, oxytocin 100% | activation, % at 3 µM | hit rate 0.32% among 320,000 | AID 2435, 2010;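 active means activation above the mean of all tested compounds plus 3 SD, cutoff set per screening run, cut at about 20% in these data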;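 further: peak over basal fluorescence ratio from a 100 s FLIPR kinetic read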
CHO parental Ca: ATP-evoked calcium signal inhibitors, parental CHO, primary screen, counter-screen for OX1R antagonist project, cell-based, fluorescence, Fluo-8 calcium dye. parental CHO-K1, ATP-induced calcium, Fluo-8 fluorescence. inhibition, % at 5.6 µM. hit rate 0.63% among 330,000. AID 463079, 2010;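 active means inhibition above that plate's mean sample inhibition plus 3 SD, cut at about 26% in these data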;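 further: 0% = ATP-challenged DMSO wells and 100% = DMSO wells without ATP; some compounds past the cut are filed as inactive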
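test system = CHO parental line | reagent = ATP stimulus | measured by = intracellular calcium via Fluo-8 no-wash fluorescent dye | control set = ATP and no-ATP DMSO wells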
M1 PAM: human M1 muscarinic receptor positive allosteric modulators, primary screen, CHO-K1 cells, Fluo-8 calcium fluorescence, 1536-well | Muscarinic acetylcholine receptor M1 (Homo sapiens), P11229 | CHO-K1 hM1, ACh EC20; 0% = ACh EC20, 100% = maximal ACh | activation, % at 3 µM | hit rate 0.088% among 360,000 | AID 588819, 2011; in the data active means activation above about 19%, passing the limit was not always enough
V1R ag counter: agonists of human V1a receptor, primary screen, counter-screen for OXTR agonist project, fluorescence, CHO-V1R cells | Fluo-8 calcium fluorescence, agonist mode; 0% DMSO, 100% 3 nM vasopressin | Vasopressin V1a receptor (Homo sapiens), P37288 | activation, % at 3 µM | hit rate 0.25% among 320,000;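 active means activation above the mean activation of all tested compounds plus 3 SD, per screening run, cut at about 20% in these data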;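 further: signal is peak over basal fluorescence ratio across a 100 second FLIPR read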
M1 ag: human M1 muscarinic receptor agonists, primary screen, Fluo-8 calcium fluorescence, CHO-K1 cells, HTS | Muscarinic acetylcholine receptor M1 (Homo sapiens), P11229 | CHO-K1 hM1, agonist mode; 0% DMSO, 100% acetylcholine EC100 | activation, % at 3 µM | hit rate 0.33% among 360,000 | AID 588814, 2011;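 active means activation above the run's mean compound activation plus 3 SD, cut at about 16% in these data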;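 further: peak over basal fluorescence ratio within a 140 s kinetic read after compound addition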
* marks the source's active call; other numbers are inactive results; . = no result given. Hits appear at their usual frequency; any-hit rate near 3.7%.

canonical_smiles	V1R ag counter	TAAR1 agonist	M1 ag	M1 PAM	OXTR potentiator	M1 antag	CHO parental Ca	OXTR ag	TAAR1 antagonist
COc1ccccc1N1CCN(S(=O)(=O)CCNC(=O)C2CCCCC2)CC1	3.0	9	4	3	-2	-3	-21	1.7	40
CCCN(CCC)S(=O)(=O)c1ccc(C(=O)Nc2nnc(-c3cc(OC)cc(OC)c3)o2)cc1	0.8	.	-2	-3	0	10	8	-0.2	.
O=C(CCN1CCN(c2ccccc2)CC1)NNC(=O)Cc1ccccc1Cl	-0.6	1	-5	12	-4	-11	-1	-0.9	0
CC(C)CNC(=O)C(=O)NCC1OCCN1S(=O)(=O)c1cccs1 (configuration not stated)	0.3	1	-2	13	-11	-27	-3	-0.5	-13
COC(=O)c1sc(=S)n(-c2ccc(Cl)cc2)c1C	-1.3	2	-5	1	-7	2	8	-3.0	2
COc1ccc(C)cc1N1CC(C(=O)Nc2ccccc2N2CCCCC2)CC1=O (configuration not stated)	-0.6	1	-7	1	3	-6	-18	-2.6	7
COc1ccc([N+](=O)[O-])cc1N(CC(O)Cn1nnc2ccccc21)S(=O)(=O)c1ccc(C)cc1 (configuration not stated)	0.6	8	-6	22	-8	-22	-12	1.1	-6
CCN(CC)S(=O)(=O)c1ccc(N=Nc2cc(C)cc(Br)c2O)cc1	-1.4	-1	0	13	-3	-13	-19	-1.2	-12
Cc1cc(C)n(CCC(=O)N/N=C/c2c(O)ccc3ccccc23)n1	5.3	14	2	19	-5	-12	-31	1.7	-21
O=C(CNC(=O)C1COc2ccccc2O1)N/N=C\c1ccc(Cl)cc1 (configuration not stated)	-1.7	9	-3	15	-11	-18	-8	-0.4	22
COc1ccc(/C=N/Nc2nnc(C)n2N)cc1OC(C)=O	1.4	-2	-4	2	-13	-4	1	0.7	19
COCCCNC(=O)[C@@H](Cc1ccccc1)NC(=O)CC[C@H]1O[C@@H](n2ccc(=O)[nH]c2=O)[C@H](O)[C@@H]1O	.	4	4	19	.	-44	.	.	-34
COc1ccc(-c2n[nH]c(=S)n2/N=C/C=C/c2ccccc2OC)cc1	-0.7	4	3	13	-4	-5	3	-1.1	-13
CCc1nc2c(OCc3ccccc3)cccn2c1N(C)C(=O)c1ccco1	.	0	-6	-1	.	-5	.	.	-8
CC(C)CN(CC(C)C)S(=O)(=O)N1CCC(C(=O)NCc2ccc3c(c2)OCO3)CC1	-1.1	7	-4	-4	-3	9	-17	-2.9	7
COC(=O)Cn1c(=O)sc2ccccc21	0.9	15	-3	3	-14	0	-10	-0.7	17
COc1ccc(S(=O)(=O)NCc2ccc(C(=O)N3CCN(Cc4ccccc4)CC3)cc2)cc1	7.5	2	-1	1	1	-6	6	3.5	0
COc1ccc(CCNC(=O)CN2C(=O)COc3ccc(S(=O)(=O)N4CCOCC4)cc32)cc1OC	-0.4	5	-4	5	-2	-5	-16	0.4	-22
C=CCn1nc(C(=O)N2CCOCC2)cc1-c1sc(NC(=O)c2ccccc2)nc1C	.	6	0	-8	.	-2	.	.	-15
C[C@H](NC(=O)OCc1ccccc1)C(=O)NNC(=O)[C@H](C)NC(=O)OCc1ccccc1	-0.3	1	-6	9	-1	-1	-12	0.0	14
O=C(COc1ccc(Br)cc1)NCC1COc2ccccc2O1 (configuration not stated)	0.3	11	-4	6	-1	0	-9	-1.0	-17
C=CCN(CC(=O)Nc1cccnc1)S(=O)(=O)c1ccc(Cl)cc1	0.2	2	-4	10	1	-19	-21	0.6	-29
O=C(COC(=O)c1ccccc1-n1cnnn1)c1ccc(F)c(F)c1	-0.4	0	-5	8	1	-6	9	1.4	15
C/C(=N\NC(=O)Cc1ccc(Cl)cc1)c1cccnc1	.	-1	-4	-2	.	3	.	.	-19
CCN(CC(=O)Nc1c(F)cccc1F)C(=O)C1CCN(S(=O)(=O)c2ccc(F)cc2)CC1	0.2	3	-4	2	-1	3	-11	0.4	-25

Single values from the results shown:
COc1ccc(S(=O)(=O)NCc2ccc(C(=O)N3CCN(Cc4ccccc4)CC3)cc2)cc1 @ CHO parental Ca: 6
COC(=O)Cn1c(=O)sc2ccccc21 @ M1 antag: 0

(next part)
canonical_smiles	V1R ag counter	TAAR1 agonist	M1 ag	M1 PAM	OXTR potentiator	M1 antag	CHO parental Ca	OXTR ag	TAAR1 antagonist
Cc1ccc(C(=O)CSC2=C(C#N)C(c3ccco3)C3=C(CC(C)(C)CC3=O)N2)cc1 (configuration not stated)	-0.8	8	-1	5	-4	-12	-13	-1.0	-1
Cc1cc(C(=O)NCc2cccnc2)no1	0.8	2	-4	3	-4	-5	-6	1.1	1
O=C1CC(N2CCN(S(=O)(=O)c3ccccc3F)CC2)C(=O)N1c1ccccc1F (configuration not stated)	.	5	-3	7	.	-7	.	.	-7
CCC(C)N1CNc2c(c(=O)[nH]c(=S)n2-c2cccc(C)c2)C1 (configuration not stated)	0.4	1	-6	12	-8	-7	-11	0.0	-29
CCn1c(C)c(Br)c(=O)c(C(=O)OC)c1-c1ccc(Cl)cc1	0.6	0	-10	11	-14	-6	5	-1.3	-7
Cc1ccc(NC(=O)CC2SC(=O)N(c3ccccc3)C2=O)cc1 (configuration not stated)	-0.6	23	-2	4	-11	-26	-10	-1.6	-1
Cc1ncc(CSc2nc3ccccc3[nH]2)c(N)n1	0.7	10	-6	4	0	-2	-4	0.9	16
O=C(COC(=O)c1cc([N+](=O)[O-])ccc1NCCO)Nc1ccc2c(c1)OCO2	0.4	1	-3	5	-11	-3	-8	1.2	8
OCc1nnn(-c2cccc(C(F)(F)F)c2)c1CO	0.5	7	-5	4	-6	-7	-19	0.9	2
CC(=O)C1=C(C)Nc2ncnn2C1c1ccccc1 (configuration not stated)	.	1	-2	9	.	-9	.	.	-13
Nc1ccc(Oc2cc(N)cc(Oc3ccccc3)c2)cc1	2.4	6	-2	9	-5	-7	-7	7.9	-7
CCOC(=O)C1CCN(C(=O)COC(=O)c2cccc(F)c2)CC1	1.5	11	-4	-3	-4	2	-7	1.0	16
COc1ccc2c3n(nc2c1)CCN=C3c1ccc(C)cc1	0.3	3	-7	13	-2	-11	-23	-1.0	12
COc1ccccc1N1CC(C)(C)C(=O)N(C(=O)c2c(F)cccc2Cl)C1=S	0.4	-1	-3	7	-1	-4	-14	-1.3	12
ON=C1c2ccccc2-c2cc(Br)ccc21	.	17	-1	10	.	-28	.	.	-47
Cc1cc2oc(=O)cc(C)c2cc1NC(=O)CCl	0.8	3	-3	6	0	-10	-1	1.2	-17
CCn1c(C)c(C(C)=O)c(N2CCCCC2)nc1=S	0.4	3	-5	3	-10	-5	-15	-0.2	-28
C[C@H](OC(=O)N1CCN(C(c2ccccc2)c2ccccc2)CC1)[C@@H]1O[C@@]2(C)CCC[C@H]1O2	-0.8	-1	-11	-4	-9	-1	-24	-2.9	-11
O=C(c1ccc2c(c1)N(Cc1ccccc1F)C(=O)c1ccccc1S2)N1CCOCC1	0.7	15	.	.	-4	.	-20	-1.0	-6
CC(NC(=O)C1CCC1)c1ccccc1 (configuration not stated)	0.2	3	-3	9	-13	-16	-4	-0.1	4
O=C(Nc1ccccc1C(=O)N/N=C/c1ccco1)c1ccc(Cl)cc1	-0.8	6	-4	-8	2	1	-12	-1.8	41
COC(=O)c1cnc(NC(=O)C2(C)CCN2C(=O)C(C)C)s1 (configuration not stated)	.	2	-2	4	.	-5	.	.	-13
COc1ccc(N2C(=O)CC(N3CCN(c4ccccc4F)CC3)C2=O)cc1 (configuration not stated)	0.2	7	-3	2	-6	-22	3	0.1	-17
Cc1ccc2c(c1)C(=O)C(=O)N2Cc1ccc(C(F)(F)F)cc1	0.9	14	23*	4	-5	8	0	-0.2	55*
COc1cc(OC)cc(-c2c(-c3cccs3)c3cc(-c4ccc5[nH]ccc5c4)ccc3n2C)c1	0.9	2	-3	-2	-3	5	-10	1.3	-3

More structures.
canonical_smiles	V1R ag counter	TAAR1 agonist	M1 ag	M1 PAM	OXTR potentiator	M1 antag	CHO parental Ca	OXTR ag	TAAR1 antagonist
CCOC(=O)c1ccc(NC(=O)C(=O)NCc2ccncc2)cc1	1.7	2	2	9	-2	-35	-9	1.6	-5
O=C1C(=O)N(C2CCCC2)C(=O)N1Cc1c(F)cccc1Cl	-1.2	8	-13	-4	-8	8	-20	-1.3	-17
COc1ccc2nc(N=Nc3ccc(O)c4ccccc34)sc2c1	0.1	-1	-5	7	-1	-14	-11	-1.2	8
O=C1c2ccccc2C(=O)N1CCCOc1ccccc1	-1.1	4	-6	1	0	-18	-18	-1.8	1
COC(=O)c1ccccc1OCCCOc1ccc(C=O)cc1OC	0.5	21	-4	0	-13	-10	-6	2.8	14
COc1ccc(O)c(/C=N/Nc2nc3ccccc3[nH]2)c1	-0.3	42*	-4	8	-4	-7	-16	-1.1	12
Cc1nc(SCC(=O)Nc2ccccc2)c2oc3ccccc3c2n1	-0.2	5	-2	11	-5	-13	-12	0.7	3
Cc1nn2c(-c3ccco3)nnc2c2ccccc12	-0.3	2	-6	7	-4	-3	-15	-2.6	0
CC1(C(=O)NS(=O)(=O)c2ccc(C#N)cc2)CCN1C(=O)Cc1ccccc1Cl (configuration not stated)	.	1	-1	2	.	-5	.	.	-13
O=C(CCc1c[nH]c2ccccc12)N1CCN(S(=O)(=O)c2ccccc2)CC1	1.3	5	-4	2	2	0	-12	2.9	11
O=C(CCN1C(=O)/C(=C/c2ccc(F)cc2)SC1=S)NC1CCS(=O)(=O)C1 (configuration not stated)	7.8	4	1	6	-7	-6	-8	5.4	-1

Source: PubChem
